Screening data from PubChem BioAssay.
FUS suppressor: qHTS for Suppressors of FUS Proteinopathy: Primary screen using FUS-linked yeast assay. actives 0.24% (n = 390,000). AID 1347120, 2019. Potency, µM (highest dose often 76.6 µM), without a hit: top-dose growth rescue (activation), usual class: activators. S. cerevisiae FUS-expressing, growth rescue, OD600, 24 h;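 further: plate controls were DMSO vehicle for no effect and reference control for full effect; nearly all actives have a fitted effect of over 55% in size; some results filed as inactive show a strong effect at the top dose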
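Toxicity suppression screen in FUS-yeast. Cells induced with 2% galactose, starting OD 0.005, treated 24hr at 30C with compounds at multiple final concentrations; growth by OD600.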
Abeta rescue: qHTS for compounds that reverse cellular toxicity of Amyloid beta (A-beta) peptide in yeast: Primary Screen; AID 1347071, 2019; yeast expressing A-beta42, growth rescue, OD600, 48 h; response scale: 0% DMSO, 100% iron-clioquinol control; Potency, µM (doses to about 46.1 µM), inactives show at the top dose growth rescue, usual class: activators; actives 0.063% (n = 410,000); further: nearly all actives have a fitted effect of over 55% in size
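Growth rescue measured by 600 nm absorbance after 48 h yeast culture at 30 C with compound. Values normalized between DMSO and an equimolar ferric chloride plus clioquinol control.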
An asterisk follows results filed as active; ? = inconclusive; [ ] = remark or other dose. The call rests on the fitted dose curve; in most records, active means well fitted activation curve with a large enough effect; inconclusive means small, poorly fitted or top-dose-only effect; inactive means no such curve, though single readings can be large or run the other way. Potency means the concentration at half of the fitted maximal effect. Some of the compounds tested (hit frequency here may not be typical).

Start of the listing, in advance (four entries):
SMILES	FUS suppressor	Abeta rescue
CC(C)(C)OC(=O)N1CCC(c2c(C(=O)N3CCN(c4cccc(Cl)c4)CC3)cnn2-c2cccc(Cl)c2)CC1	2%	-2%
Cc1ccc(-c2nc(C)c(CCNS(=O)(=O)c3ccc(F)c(C(F)(F)F)c3)s2)cc1	-11%	-11%
CCc1nn(CC(=O)N2CCCCC2)c(=O)c2cc3sccc3n12	4%	-13%
Fc1ccccc1N1CCN(c2ncc3c(n2)CCN(Cc2ccc(Br)s2)C3)CC1	-20%	-6%

All compounds of this part, from the first entry:
SMILES	FUS suppressor	Abeta rescue
CC(C)(C)OC(=O)N1CCC(c2c(C(=O)N3CCN(c4cccc(Cl)c4)CC3)cnn2-c2cccc(Cl)c2)CC1	2%	-2%
Cc1ccc(-c2nc(C)c(CCNS(=O)(=O)c3ccc(F)c(C(F)(F)F)c3)s2)cc1	-11%	-11%
CCc1nn(CC(=O)N2CCCCC2)c(=O)c2cc3sccc3n12	4%	-13%
Fc1ccccc1N1CCN(c2ncc3c(n2)CCN(Cc2ccc(Br)s2)C3)CC1	-20%	-6%
COc1ccc(NC(=O)C2=C(C)Nc3nc(CCCO)nn3C2c2ccc(O)cc2)cc1 (centres undefined)	-13%	-4%
CCc1ccc(NC(=O)CN2C(=O)C(c3ccc(F)cc3)=NC2(C)C)cc1	-3%	20%
Cc1cc(OCC(=O)Nc2c(C(=O)c3ccccc3)oc3ccccc23)cc(C)c1Cl	-8%	2%
Cc1cccc(N2CCN(C(=O)c3ccc(CS(=O)c4cccc(Cl)c4)o3)CC2)c1C (centres undefined)	?	-18%
CCc1ccc2oc(-c3ccc(C)c(NC(=O)Cc4ccccc4)c3)nc2c1	-17%	-3%
COc1ccc(-n2c(=O)c3sc4ccccc4c3n(C)c2=O)cc1	-40%	-25%
COC(=O)c1sc(-c2ccccc2)cc1NC(=O)c1cccc(Cl)c1	-36%	-8%
CCOC(=O)c1c(S(=O)(=O)N2CCN(c3cc(Cl)ccc3C)CC2)c(C)n(C)c1C	?	0%
O=C(CCn1ccc2cc(S(=O)(=O)N3CCCC3)ccc21)NCc1cccc(Cl)c1	34%	2%
Cc1ccc(Cn2ccnc2SCC(=O)NCc2ccccc2Cl)cc1	16%	16%
Cc1ccc(S(=O)(=O)c2cn(C)c3cc(N4CCCC(C)C4)c(F)cc3c2=O)c(C)c1 (centres undefined)	12%	8%
CC(C)Oc1ccc(C(=O)N(Cc2ccc(N(C)C)cc2)C2CCS(=O)(=O)C2)cc1 (centres undefined)	9%	4%
CCCNC(=O)Cn1nc(-c2ccc(OC)cc2)c2cnc3ccc(F)cc3c21	-16%	-17%
Cn1c(C(=O)N2CCCC(C(=O)N3CCN(c4ccccc4)CC3)C2)cc2sccc21 (centres undefined)	?	6%
CC(=O)Nc1ccc(NC(=O)C2CCN(S(=O)(=O)c3ccc4c(c3)CCCC(=O)N4)CC2)cc1	-21%	-7%
CC1=C(c2ccc(C(C)C)cc2)S(=O)(=O)N=C1N1CCC(C(=O)NCCc2ccco2)CC1	27%	-22%
COc1ccc(-c2noc(N3CCC(C(=O)N4CCN(c5ccccc5OC)CC4)CC3)n2)cc1	?	25%
CN(C)c1ccc(CNC(=O)c2cccn2-c2nnc(N3CCCCC3)s2)cc1	24%	-4%
CCC1CCCCN1C(=O)CSc1nc2c([nH]c3ccccc32)c(=O)n1-c1ccc(OC)cc1 (centres undefined)	-14%	-9%
CC1=C(c2ccc(C)c(C)c2)S(=O)(=O)N(Cc2ccc(C(=O)NCc3cccc(C)c3)cc2)C1=O	-4%	2%
CCn1c(=O)c2sccc2n2c(CCC(=O)N3CCN(c4ccc(C(C)=O)cc4)CC3)nnc12	-1%	1%
CCCc1cc(=O)n2[nH]c(NC(=O)c3ccc(C(C)(C)C)cc3)nc2n1	-18%	-33%
COc1ccc(-c2c(C#N)c(SCC(=O)Nc3ccc(Br)cc3)nc(C)c2C(=O)Nc2ccccc2)cc1	-32%	-3%
CCOc1cccc(NC(=O)c2ccc(F)c(S(=O)(=O)N(CC)c3cccc(C)c3)c2)c1	20%	22%
COc1ccc(CC(=O)NC2CC(=O)N(c3cccc(F)c3)C2)cc1OC (centres undefined)	26%	-10%
CCCn1c2ccccc2c2cnn(CC(=O)NCCc3ccccc3)c(=O)c21	21%	5%
Cc1ccc(Cl)cc1-n1ncc2c(NCc3ccc(F)cc3)ncnc21	12%	-37%[inhibitor]
CCc1ccc(NC(=O)Cn2ccn(-c3ccc(OC)cc3)c(=O)c2=O)cc1	4%	-37%[inhibitor]
COc1ccccc1N1CCN(c2ncc3c(n2)CCN(Cc2ccc(C)s2)C3)CC1	-19%	-11%
COc1cc(NC(=O)c2cc(Cl)ccc2Cl)ccc1NC(=O)c1cc2ccccc2o1	9%	-5%
COc1ccc(S(=O)(=O)N2CCC(C(=O)Nc3cc(C(F)(F)F)ccc3Cl)CC2)cc1	?	-4%
Cc1sc2c(c1C)c(=O)n(CCc1ccccc1)c(=O)n2Cc1ccccc1Cl	-11%	-7%
Cc1cccc(CCNc2ncnc3onc(-c4ccc(Cl)cc4)c23)c1	-16%	3%
COc1cccc(-c2cn3c(n2)sc2cc(C(=O)NCc4cccs4)ccc23)c1	-5%	26%
CC(=O)c1cc(-c2ccccc2)n(CCC(=O)Nc2cc(C)cc(C)c2)c1C	?	-12%
O=c1c2cnn(-c3ccc(F)cc3)c2ncn1Cc1cccc(Cl)c1	-19%	-3%
Cc1nn(-c2ccccc2)c2c1N(CC(=O)N1CCN(c3ccc(Cl)cc3)CC1)C(=O)CS2	-2%	-3%
CCc1ccccc1NC(=O)N1CCN(C(=O)c2nsc3ccccc23)CC1	19%	-5%
COc1cccc(Cn2c(C)c(CNCc3cccc(C)c3)c(C(=O)O)c2C)c1	8%	-3%
COc1cccc(-n2ccnc2SCC(=O)Nc2cccc(C)c2C)c1	-2%	-5%
CCC1CN(C(=O)N2CCC(C(=O)N(C)Cc3ccccc3)CC2)c2ccccc2O1 (centres undefined)	32%	-1%
COc1cc2c(-c3cc(Br)ccc3O)nc3c(c(C)nn3-c3ccccc3)c2cc1OC	1%	1%
CCCCc1nn2c(=O)cc(COC(=O)c3cccc(NC(=O)c4cccc(Cl)c4)c3)nc2s1	-15%	-22%
Cc1ccc(C(=O)n2nc(-c3ccco3)nc2NCc2cccs2)cc1	-1%	9%
COc1cccc(-c2nc(SCC(=O)Nc3ccc4c(c3)OCCO4)c(-c3ccc(C)cc3)[nH]2)c1	?	19%
CC(=O)c1ccc(C(=O)N(Cc2cccnc2)c2nc3c(C)c(C)ccc3s2)cc1	?	-25%
Cc1ccc(C)c(CSc2nc3ccncc3n2CC(=O)Nc2ccc(N(C)C)cc2)c1	23%	-23%
CCc1ccc(C2CC(=O)N(c3cccc(C(F)(F)F)c3)C3=C2C(=O)OC3)cc1 (centres undefined)	8%	3%
COc1ccc(OC)c(C2CC(=O)Nc3c2c(=O)n(C)c2ncnn32)c1 (centres undefined)	-8%	-18%
COC(=O)CSc1nc2sc3c(c2c(=O)n1Cc1ccccc1)CCC(C(C)(C)C)C3 (centres undefined)	17%	-3%
Cc1cc(C)cc(C(=O)N2CC(=O)Nc3ccc(Br)cc3C2c2ccccc2)c1 (centres undefined)	-21%	-2%
CCCCCOC(=O)CSc1nc2sc3c(c2c(=O)n1-c1ccccc1)CC(C)(CC)OC3 (centres undefined)	26%	11%
COc1ccccc1NC(=O)CSc1nc2ccccc2c(=O)n1CCC(=O)NC1CCCCC1	0%	-12%
Cc1ccc(CCNC(=O)CCn2nc(-c3ccc(C)cc3)ccc2=O)cc1	37%	-15%
CC(=O)c1ccc(NC(=O)CSc2nc(C3CCCC3)nc3c2c(=O)n(C)c(=O)n3C)cc1	12%	-6%
CC1CCN(c2cc3c(cc2F)c(=O)c(S(=O)(=O)c2cccc(Cl)c2)cn3Cc2ccccc2)CC1	-2%	6%

Pulled by structure from above:
SMILES	FUS suppressor	Abeta rescue
CCCCc1nn2c(=O)cc(COC(=O)c3cccc(NC(=O)c4cccc(Cl)c4)c3)nc2s1	-15%	-22%
CC(=O)c1ccc(NC(=O)CSc2nc(C3CCCC3)nc3c2c(=O)n(C)c(=O)n3C)cc1	12%	-6%

Among those listed so far, these have a CF3 group.
SMILES	FUS suppressor	Abeta rescue
Cc1ccc(-c2nc(C)c(CCNS(=O)(=O)c3ccc(F)c(C(F)(F)F)c3)s2)cc1	-11%	-11%
COc1ccc(S(=O)(=O)N2CCC(C(=O)Nc3cc(C(F)(F)F)ccc3Cl)CC2)cc1	?	-4%
CCc1ccc(C2CC(=O)N(c3cccc(C(F)(F)F)c3)C3=C2C(=O)OC3)cc1 (centres undefined)	8%	3%

The list continues:
SMILES	FUS suppressor	Abeta rescue
CCOc1ccc2nc(N3CCCC(C(=O)NCc4ccc(C)cc4)C3)sc2c1 (centres undefined)	-14%	7%
O=C1CN(C(=O)COc2ccc(Cl)cc2)C(c2ccc(F)cc2)c2cc(Br)ccc2N1 (centres undefined)	36%	22%
Cc1cc(NC(=O)Cn2c(=O)nc(-c3ccccc3F)c3cc(Cl)ccc32)ccc1Br	-6%	-9%
CCN(CC)S(=O)(=O)c1ccc2c(c1)N(CC(=O)NCc1ccccc1)C(=O)C1CCCCN21 (centres undefined)	44%	-16%
COc1ccc(NC(C)=O)cc1NC(=O)C1(c2cccs2)CCOCC1	-14%	-21%
CN(C)CCN(Cc1ccccc1)S(=O)(=O)c1ccc2[nH]c(=O)ccc2c1	-2%	-2%
O=C(Cn1ccn(-c2ccc(F)c(F)c2)c(=O)c1=O)Nc1ccccc1F	-10%	-2%
CCN1CCN(C(c2ccc(Cl)cc2)c2c(O)cc(C)n(CCOC)c2=O)CC1 (centres undefined)	26%	?
CSc1ccc(CCNC(=O)c2ccc(-c3nc(COc4ccc(C)cc4)c(C)o3)cc2)cc1	-11%	-7%
CC(NC(=O)CSc1n[nH]c(-c2ccccc2Cl)n1)c1nc2ccccc2[nH]1 (centres undefined)	-13%	9%
CN1CCN(CCNC(=O)c2cnn(-c3ccc(F)cc3)c2C2CCN(C(=O)OC(C)(C)C)CC2)CC1	-2%	-6%
CC1CCN(C(=O)c2cc3c(=O)n(C)c4ccccc4c3s2)CC1	14%	-26%
CCOCCc1nn2c(=O)cc(COC(=O)c3ccccc3NC(=O)C3CCCCC3)nc2s1	4%	-2%
O=C(c1ccc2c(c1)N(Cc1ccc(F)cc1)CCS2)N1CCN(c2ccccc2)CC1	?	14%
Cn1cc(C(=O)NCCc2ccc(Cl)cc2)c(=O)c2cc(S(=O)(=O)N3CCCCC3)ccc21	-4%	-5%
Cc1ccc(C)c(S(=O)(=O)c2nnn3c2nc(Nc2ccc(F)c(Cl)c2)c2sccc23)c1	-12%	-9%
CC(=O)c1[nH]c(C)c(C(=O)NCc2ccc(Cl)cc2)c1C	42%	-27%
COc1ccc(C(=O)Nc2cc(NC(=O)c3ccco3)ccc2OC)cc1Cl	-22%	-8%
COCCNC(=O)CSc1c2c(nc3cc(Cl)ccc13)CCCC2	-13%	-3%
COc1ccc(CNC(=O)CCCc2nnc3n(C(C)C)c(=O)c4sccc4n23)cc1	-2%	-10%

Single records (already shown). Screens in order: FUS suppressor, Abeta rescue
Listed for CC1CCN(C(=O)c2cc3c(=O)n(C)c4ccccc4c3s2)CC1 = 14%, -26%
Listed for COc1ccc(NC(C)=O)cc1NC(=O)C1(c2cccs2)CCOCC1 = -14%, -21%
Listed for CC(=O)c1[nH]c(C)c(C(=O)NCc2ccc(Cl)cc2)c1C = 42%, -27%

Further entries follow:
SMILES	FUS suppressor	Abeta rescue
COc1ccc(-n2ncc(C(=O)NCc3ccco3)c2C2CCN(C(=O)OC(C)(C)C)CC2)cc1	30%	5%
Cc1cc(C)n(C(C)CC(=O)Nc2cccc(C(F)(F)F)c2)n1 (centres undefined)	0%	-7%
Cc1cccc(C(=O)Nc2sc3c(c2C(=O)N2CCCCC2)CCC(C)C3)c1 (centres undefined)	38%	21%
O=C(Cn1c(=O)n(Cc2cccs2)c(=O)c2cccnc21)Nc1ccccc1F	4%	-13%
COc1ccc(-c2cc3nc(C)c(CCC(=O)N4CCN(c5cccc(Cl)c5)CC4)c(C)n3n2)c(OC)c1	4%	-7%
COc1ccc(NC(=O)c2sc3nc4n(c(=O)c3c2C)CCC4)cc1Cl	-18%	-9%
COc1ccc(C(=O)NC(c2ccc(Cl)cc2)c2cc(Cl)c3cccnc3c2O)cc1 (centres undefined)	-16%	-21%
COc1cc(NS(=O)(=O)c2ccc(NC(=O)c3ccccc3C(=O)O)cc2)nc(OC)n1	10%	-4%
COc1cccc(OCc2nc3ccccc3n2C)c1	-11%	18%
CCN1c2ccccc2-c2nc(SCC(=O)NCc3ccccc3)ncc2S1(=O)=O	-18%	-17%
